mHTT CaM bind – mHTT-calmodulin interaction abrogation | 190,000 compounds, 3.6% hits | AlphaScreen His-mHTT/GST-CaM binding, luminescence | inhibition, % at 15 µM;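 also: 0% = both proteins with DMSO and 100% = one protein alone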
Target sequence (P42858 whole entry, looked up, stated change not applied): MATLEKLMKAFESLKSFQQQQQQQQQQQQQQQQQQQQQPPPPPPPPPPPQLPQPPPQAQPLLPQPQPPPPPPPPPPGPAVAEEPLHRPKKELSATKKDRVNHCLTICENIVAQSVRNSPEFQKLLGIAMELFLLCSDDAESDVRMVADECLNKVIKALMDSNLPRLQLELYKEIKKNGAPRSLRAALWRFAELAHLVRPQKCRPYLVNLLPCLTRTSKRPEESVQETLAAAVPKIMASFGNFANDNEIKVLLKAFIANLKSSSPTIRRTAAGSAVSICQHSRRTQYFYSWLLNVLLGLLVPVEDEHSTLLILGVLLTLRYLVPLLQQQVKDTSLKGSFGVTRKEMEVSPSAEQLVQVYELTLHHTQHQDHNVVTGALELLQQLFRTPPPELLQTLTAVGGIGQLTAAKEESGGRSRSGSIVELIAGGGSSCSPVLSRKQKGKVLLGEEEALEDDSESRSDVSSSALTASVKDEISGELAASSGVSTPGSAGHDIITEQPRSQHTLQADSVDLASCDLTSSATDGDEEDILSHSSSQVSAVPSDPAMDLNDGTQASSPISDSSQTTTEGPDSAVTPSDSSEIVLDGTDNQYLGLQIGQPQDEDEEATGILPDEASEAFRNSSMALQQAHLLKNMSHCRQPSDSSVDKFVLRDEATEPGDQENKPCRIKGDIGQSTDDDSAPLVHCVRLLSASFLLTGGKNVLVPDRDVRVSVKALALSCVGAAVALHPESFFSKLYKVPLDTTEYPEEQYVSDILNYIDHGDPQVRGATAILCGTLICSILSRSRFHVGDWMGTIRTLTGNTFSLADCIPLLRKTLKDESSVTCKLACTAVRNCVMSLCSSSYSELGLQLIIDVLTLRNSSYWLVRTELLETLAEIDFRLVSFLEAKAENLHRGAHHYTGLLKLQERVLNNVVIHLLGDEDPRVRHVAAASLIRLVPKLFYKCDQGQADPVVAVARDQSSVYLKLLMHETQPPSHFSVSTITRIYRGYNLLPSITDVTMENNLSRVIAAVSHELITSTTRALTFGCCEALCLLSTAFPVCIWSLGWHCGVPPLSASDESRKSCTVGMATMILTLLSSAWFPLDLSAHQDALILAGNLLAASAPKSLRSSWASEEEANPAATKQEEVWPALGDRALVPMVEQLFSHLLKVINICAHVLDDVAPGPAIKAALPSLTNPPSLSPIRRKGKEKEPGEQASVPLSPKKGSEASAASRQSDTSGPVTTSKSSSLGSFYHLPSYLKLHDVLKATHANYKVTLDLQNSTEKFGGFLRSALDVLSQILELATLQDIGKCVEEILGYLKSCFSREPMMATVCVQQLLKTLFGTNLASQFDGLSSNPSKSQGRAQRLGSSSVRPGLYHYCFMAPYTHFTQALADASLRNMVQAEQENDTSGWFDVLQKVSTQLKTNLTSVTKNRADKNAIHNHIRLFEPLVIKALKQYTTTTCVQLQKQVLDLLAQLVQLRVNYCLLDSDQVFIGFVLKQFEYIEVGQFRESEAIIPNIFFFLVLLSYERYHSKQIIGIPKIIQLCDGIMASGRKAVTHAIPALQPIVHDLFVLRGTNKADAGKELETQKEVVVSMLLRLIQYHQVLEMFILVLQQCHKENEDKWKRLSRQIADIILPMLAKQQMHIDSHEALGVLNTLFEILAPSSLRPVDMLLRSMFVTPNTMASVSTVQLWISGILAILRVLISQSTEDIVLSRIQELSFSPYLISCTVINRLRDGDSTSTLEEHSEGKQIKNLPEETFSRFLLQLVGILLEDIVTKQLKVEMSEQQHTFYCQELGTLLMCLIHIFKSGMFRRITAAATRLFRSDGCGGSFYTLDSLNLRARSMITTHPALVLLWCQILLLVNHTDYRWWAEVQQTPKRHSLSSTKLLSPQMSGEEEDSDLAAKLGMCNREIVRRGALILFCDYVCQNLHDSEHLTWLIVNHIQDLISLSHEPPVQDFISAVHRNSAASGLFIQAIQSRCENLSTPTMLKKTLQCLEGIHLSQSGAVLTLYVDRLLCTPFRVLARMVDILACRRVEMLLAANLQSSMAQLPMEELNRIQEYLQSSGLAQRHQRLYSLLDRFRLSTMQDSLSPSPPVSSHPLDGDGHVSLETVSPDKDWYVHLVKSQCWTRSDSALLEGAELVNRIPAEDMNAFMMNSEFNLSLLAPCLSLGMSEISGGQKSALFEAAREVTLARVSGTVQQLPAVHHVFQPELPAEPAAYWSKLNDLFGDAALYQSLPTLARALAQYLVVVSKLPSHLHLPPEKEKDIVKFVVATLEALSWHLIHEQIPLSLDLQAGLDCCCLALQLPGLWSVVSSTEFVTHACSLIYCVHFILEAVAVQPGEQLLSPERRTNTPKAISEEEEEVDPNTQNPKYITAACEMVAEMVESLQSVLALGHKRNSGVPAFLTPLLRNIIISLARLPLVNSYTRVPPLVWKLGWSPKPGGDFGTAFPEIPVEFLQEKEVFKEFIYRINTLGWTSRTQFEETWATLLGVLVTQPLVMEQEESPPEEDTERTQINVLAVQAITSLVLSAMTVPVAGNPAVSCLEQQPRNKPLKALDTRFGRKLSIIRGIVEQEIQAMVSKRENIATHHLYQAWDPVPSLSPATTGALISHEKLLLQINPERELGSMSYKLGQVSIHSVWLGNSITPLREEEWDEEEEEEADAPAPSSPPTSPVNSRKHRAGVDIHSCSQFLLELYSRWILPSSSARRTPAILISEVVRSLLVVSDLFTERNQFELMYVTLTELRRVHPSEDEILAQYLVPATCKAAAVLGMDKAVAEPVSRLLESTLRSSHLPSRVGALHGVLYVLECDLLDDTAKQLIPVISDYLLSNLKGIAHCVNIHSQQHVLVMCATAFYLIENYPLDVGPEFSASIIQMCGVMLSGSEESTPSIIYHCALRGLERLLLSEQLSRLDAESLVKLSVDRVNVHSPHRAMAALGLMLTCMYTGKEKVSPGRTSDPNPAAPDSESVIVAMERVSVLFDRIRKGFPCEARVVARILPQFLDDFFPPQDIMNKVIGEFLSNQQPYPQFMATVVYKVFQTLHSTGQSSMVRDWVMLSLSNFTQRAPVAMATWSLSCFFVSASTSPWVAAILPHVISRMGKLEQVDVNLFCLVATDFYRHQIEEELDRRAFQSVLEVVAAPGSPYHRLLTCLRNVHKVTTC
Pf apPOL block – Pf-apPOL DNA polymerase inhibition. Recombinant Pf-apPOL, molecular beacon fluorescence, 1.5 h. inhibition, % at 10 µM. 210,000 compounds, 0.25% hits. AID 1794808
* hit, by the source's call; i = inactive; . = not tested or not shown; & = joins results of further samples. Rule as the data show it: active = inhibition above about 50%; inactive = the rest. Random draw from the library; any-hit rate near 3.5%.

SMILES | mHTT CaM bind | Pf apPOL block
Cc1ccc(S(=O)(=O)N2CCN(c3ccc([N+](=O)[O-])cc3)CC2C)cc1 (stereo not drawn) | 17 | -5
Cc1cc(F)ccc1NC(=O)CN1C(=O)C2CCCN2C(=O)c2ccc(F)cc21 (stereo not drawn) | -1 | -7
CCOC=C(C#N)S(=O)(=O)c1ccccc1 | . | -19
CC(C)N(C(=O)Nc1ccccc1)C(C)C | -8 | -42
O=C(NCCn1ncc2c(N3CCN(c4ncccn4)CC3)ncnc21)C1CC1 | -18 | -5
O=C(CN(C1CCCCC1)S(=O)(=O)c1ccc(Br)cc1)NCc1cccnc1 | 5 | -8
COc1cccc(CN2CCc3c([nH]c4ccccc34)C2)c1OC | 18 | 5
Cc1noc(-c2nn(C)c3c2CN(C(=O)NC2CCCC2)CC3)n1 | 3 | -1
CCCC(=O)c1ccc(OCc2cn(CC(=O)c3ccc(O)cc3)nn2)cc1 | 4 | 8
O=C(O)CCCCn1c(SCc2cc(=O)n3cc(Cl)ccc3n2)nc2ccsc2c1=O | 16 | 1
COc1ccc(-n2nc(C(=O)NCC(=O)N3CCC(C)CC3)c3ccccc3c2=O)cc1OC | 28 | -3
Cn1c2c(c(=O)n(C)c1=O)C(c1ccc([N+](=O)[O-])o1)C1=C(N2)c2ccccc2C1=O (stereo not drawn) | -7&8 | -4&-12
CCC(=O)N1CCc2cc(Br)cc(S(=O)(=O)NCc3ccc(C)o3)c21 | 2 | -2
Cc1ccc(N2N=NC3C(=O)N(c4cc(C)cc(C)c4)C(=O)C32)cc1 (stereo not drawn) | 36 | 1
CC1CC(=O)C2=C(C1)OC(N)=C(C#N)C2c1ccc(F)cc1 (stereo not drawn) | 0 | -5
CCCc1noc(-c2cccnc2N2CCCN(C(=O)c3ccccc3OCC)CC2)n1 | -7 | -9
COc1ccc(S(=O)(=O)N2CCC(C(=O)O)CC2)cc1 | -4 | 0
CN(CC12CCCC1N(C)C(=O)CC2)C(=O)NC1CCCCC1 (stereo not drawn) | -15 | 2
CC(=O)N1CCC(Cn2cccn2)CC1 | -16 | -4
O=C(c1csc(-c2ccncc2)n1)N1CCN(c2ccccn2)CC1 | 5 | -2
CCn1c(SC)nnc1-c1nn(C)c2c1CN(C(=O)Cc1ccc(F)cc1)CC2 | 6 | -3
O=C(NC1CN(Cc2cccc(F)c2)CCC1CO)C1CC1 (stereo not drawn) | -11 | -4
COc1cc(OC)c(CNc2ccc(F)c(F)c2)cc1Br | 10 | 8
Cc1cc(C)nc(N=C(N)Nc2cc(Cl)cc(Cl)c2)n1 | -4 | -5
Nc1nccc(-c2ccc(C(F)(F)F)cc2)n1 | -5 | .
Cc1cccc(CN2CCN(C3CN(CCc4ccccc4)S(=O)(=O)C3)CC2)c1 (stereo not drawn) | 15 | -5
O=C(CN1C(=O)c2ccccc2C1=O)NCC1CCCO1 (stereo not drawn) | 3 | 2
Cc1ccccc1-n1cnc(C(=O)NCCc2ccccn2)n1 | -3 | -10
COc1ccc(Br)cc1C1=N/C(=C/c2ccc(C)o2)C(=O)O1 | 5 | -4
CCC(=O)NCCc1csc(C2CCN(C(=O)Nc3cccc(C)c3)CC2)n1 | 20 | -2
CCOC(=O)N1CCN(c2nc(-c3ccc(Cl)cc3)cs2)CC1 | -8 | 1
COc1ccc(CC2CCC3(CC2)NC(=O)c2ccccc2O3)cc1 (stereo not drawn) | . | -4
CC(C)CNC(=O)C1CCN(c2nc3ccsc3c(=O)n2-c2ccccc2)CC1 | 13 | 0
Cc1ccc(CNC(=O)c2cc(S(=O)(=O)N3CCC4(CC3)OCCO4)ccc2F)cc1 | 15 | 0
COCCN1C(=O)C(O)=C(C(=O)c2ccc(C)o2)C1c1cccc(Cl)c1 (stereo not drawn) | 6 | -9
CCN1CCn2c3c(c4cc(Cl)ccc42)CCCC31 (stereo not drawn) | 21 | -5
O=C(NCc1ccc(Cl)cc1)C1CCCN(c2ccc(N3CCOCC3)nn2)C1 (stereo not drawn) | 14 | -10
COc1ccc(Cn2nnc(C(=O)O)c2C(C)(C)C)cc1 | 2 | -1
NS(=O)(=O)c1ccc(NC(=O)CSc2nnc(-c3ccco3)o2)cc1 | . | -6
CCn1ccc2sc(C)c(C(=O)N3CCN(c4ccc(OC)cc4)CC3)c2c1=O | 9 | -4
O=C(CCCSc1ccc(NC(=O)c2ccco2)nn1)Nc1ccc(F)c(Cl)c1 | -6 | -2
OC1CCCN(Cc2cccc(Cl)c2)C1 (stereo not drawn) | -9 | -3
O=C(Cc1ccccc1F)N1CCCC(COc2cccc(C(=O)N3CCCCC3)c2)C1 (stereo not drawn) | 13 | -1
COc1ccccc1CNc1nc2ccncc2n(C(C)C)c1=O | -4 | 5
CCN1c2cc(C)ccc2-n2cccc2C12CCN(C(=O)Nc1ccc(F)cc1F)CC2 | 52* | -6
CCOC(=O)c1oc2cc(OS(C)(=O)=O)ccc2c(=O)c1-c1ccc(OC)cc1 | 1 | 0
Cc1c(F)cccc1NC(=O)NC1CCN(c2ccc(F)cc2)C1=O (stereo not drawn) | -9 | 0
Cc1cc(C)n2c(nc3ccccc32)c1C(=O)O | 0 | 7
Cc1ccc(C)c(NCC(O)Cn2c(C)c(C)c3ccccc32)c1 (stereo not drawn) | 95* | 3
CC(C)(C)CC(=O)N1CCC(c2cc(N)on2)CC1 | 13 | 0
O=c1cnn(C2OC(CO)C(O)C2O)c(=S)[nH]1 (stereo not drawn) | -3 | .
Cc1cc(Br)ccc1OCC(=O)N1CCN(c2ccccn2)CC1 | 6 | 0
O=C1C(=Cc2cccs2)N=C(c2ccccc2)N1Cc1ccc(Cl)cc1 | . | -12
N#Cc1c(Cl)cccc1Oc1ccc(S(=O)(=O)NNc2c(Cl)cncc2Cl)cc1 | . | 6
CCn1c2ccccc2c2nnc(SCCCn3c(=O)[nH]c4ccccc43)nc21 | 0&5 | -8&-9
COC(CNC(=O)c1ccc2c(c1)ncn2-c1ccc(C)cc1C)OC | 2 | 29
COc1ccc(N(CC(=O)Nc2ccc(OCc3ccccc3)cc2)S(C)(=O)=O)cc1OC | 26 | -9
N#CC1=C(N)N(c2ncn[nH]2)C2=C(C(=O)CC(c3ccccc3)C2)C1c1ccccc1C(F)(F)F (stereo not drawn) | 19 | -3
COC(=O)[C@H](CC(C)C)N(Cc1cc(OC)cc(OC)c1)S(=O)(=O)c1ccccc1Br | -30 | -7
COc1cc(NC(=O)c2nc(C)oc2C)cc(OC)c1 | 1 | 2
Next section
SMILES | mHTT CaM bind | Pf apPOL block
Cc1ccc(OCC(=O)NC2(c3nc(-c4cccnc4)no3)CCCCC2)cc1 | 2 | -2
COc1ccccc1Cc1noc(-c2ccccc2Cl)n1 | -99 | -3
O=[n+]1c2ccccc2n([O-])c2ccc3ccccc3c21 | 32 | .
O=C1NC(CCC(=O)N2CCN(Cc3cccnc3)CC2)C(=O)Nc2ccccc21 (stereo not drawn) | -9 | -15
O=S(=O)(Cc1noc(-c2ccsc2)n1)c1ccccn1 | . | -2
CC1=C(C(=O)Nc2ccccn2)C(c2ccc(N(C)C)cc2)C2=C(CC(C)(C)CC2=O)N1 (stereo not drawn) | 5 | -3
O=C(N/C(=C\c1cccc([N+](=O)[O-])c1)c1nc2ccccc2[nH]1)c1cccs1 | 12 | -6
COc1ccccc1OCCNC(=O)C1CCCN(c2nnc3ccccn23)C1 (stereo not drawn) | 1 | -5
CN(C)S(=O)(=O)N1CCN(Cc2nc3ccccc3[nH]2)CC1 | -15 | -4
Cc1ccccc1C=C1Oc2c(ccc(O)c2CN2CCCC2)C1=O | -4 | 1
O=C(Cn1ccc2ccccc21)NCCCOc1cccc2cccnc12 | 24 | -6
O=C(Cc1c(F)cccc1Cl)N1CCn2cnnc2C1 | 3 | -4
COc1ccc(NC(=O)NCCC2CCN(S(=O)(=O)c3ccccc3)CC2)cc1 | 43 | -2
Cc1ccccc1OCC(=O)N1CC2CN(S(=O)(=O)c3ccc(F)cc3)CC(C1)O2 | -3 | -1
O=C(NCCC1CCN(C(=O)NC2CCCCC2)CC1)c1cccc(Cl)c1 | -9 | 8
Cc1ccccc1-c1nsc(SCC(=O)Nc2ccccc2C(F)(F)F)n1 | -18 | -3
CCc1noc(C2CCCCN2C(=O)c2ccsc2)n1 (stereo not drawn) | -7 | 8
COc1ccc(CN2C(=O)Cn3cccc3C2C(=O)NC2CCCC2)cc1 (stereo not drawn) | 3 | 1
O=C(Nc1cccc([N+](=O)[O-])c1)c1ccccc1F | -1 | -1
COC(=O)N1C(=O)OC2CSCC21 (stereo not drawn) | 0 | .
Cc1ccccc1S(=O)(=O)N1CCC2(CC1)NCCN=C2NCc1cc(F)cc(F)c1 | -1 | -4
CC(=O)N1CCN(Cc2cc(C(C)(C)C)cc(C(C)(C)C)c2O)CC1 | 27 | -14
Cn1c(C(=O)NCC2CCCO2)cc2c1CCN(Cc1cccc(F)c1)C2 (stereo not drawn) | 14 | 3
COc1ccc2nc(C(=O)N3CCC(Cc4ccccc4)CC3)cn2n1 | 32 | -6
O=C(c1cc(-c2ccccc2)nc2ccccc12)N1CCOCC1 | 7 | -4
Cc1cc2oc(=O)cc(-c3ccccc3)c2c(C)c1-c1ccoc1 | 7 | 0
COc1ccc(N2CCN(C(=O)c3cccs3)CC2)nn1 | 2 | -8
CCOC(=O)N1CCN(CC(O)COCc2cc(OC)c(OC)c(OC)c2)CC1 (stereo not drawn) | 2 | 2
O=C(Nc1ccc(Br)cn1)c1ccco1 | 0 | -2
CC1CCc2cc(F)ccc2N1C(=O)Nc1ccc([N+](=O)[O-])cc1 (stereo not drawn) | 10 | 4
CSc1oc(-c2ccco2)nc1S(=O)(=O)c1ccccc1 | 0 | -2
COCCN1C(=O)Cc2ccccc2C1C(=O)N1CCN(c2ccc(F)cc2)CC1 (stereo not drawn) | 3 | -5
COc1ccc(/C=c2\sc3n(c2=O)CN(c2cccc(C(F)(F)F)c2)CN=3)cc1 | 6 | -2
Cc1nc(C(=O)NCCC2CCN(C(C)C)CC2)c(C)n1C1CCN(C)CC1 | 3 | 2
COc1ccc(CC2CCCNC2)cc1 (stereo not drawn) | 1 | 7
O=C(CCNC(=O)c1ccc(Br)o1)NCc1ccccn1 | 3 | 0
CCOc1ccc(NC(=O)c2cnn3c2NC(c2ccco2)CC3C(F)(F)F)cc1 (stereo not drawn) | 7 | -4
COC(=O)c1ccc(N2C(c3cc(OC)cc(OC)c3)=Cc3ccc(OC)cc3C2CC(=O)c2ccco2)cc1 (stereo not drawn) | 1 | -2
O=C(c1ccc2c(c1)n(Cc1ccccc1)c(=O)c1ccnn12)N1CCCCC1 | 6 | -11
Cc1ccc(NC2CC(C)Nc3cc(C)ccc32)cc1 (stereo not drawn) | 33 | 17
COc1ccc(-c2nc3ccc(Br)cc3c(=O)o2)cc1 | -2 | 0
CCc1cc2cnsc2s1 | -5 | -5
N/C(=N\OC(=O)c1ccc(Br)o1)c1cccnc1 | i | 8
O=C(CNC(=O)C1CCCCC1)Nc1ccccc1Cl | -3 | 0
Nc1nonc1-c1noc(COc2cc(Cl)c(Cl)cc2Cl)n1 | 6 | -2
Cn1cc(C(C2=C(O)CC(C)(C)CC2=O)C2=C(O)CC(C)(C)CC2=O)cn1 | 2 | .
Cc1nc(C)c(Cc2ccccc2F)c(N2CCN(S(C)(=O)=O)CC2)n1 | 0 | 2
CNCC(=O)N1CCCC(c2nncn2-c2ccccc2)C1 (stereo not drawn) | -3 | -3
COc1ccccc1N1CCN(C(=O)c2ccc(CN(c3ccccc3)S(C)(=O)=O)cc2)CC1 | 6 | -5
CC1CCCC(NC(=O)C2c3ccccc3C(=O)N2Cc2ccc3c(c2)OCO3)C1C (stereo not drawn) | 28 | -14
O=S(=O)(c1ccc(Cl)cc1)N1CCN(c2ccc(N3CCOCC3)nn2)CC1 | 0&2&0 | -3&-22
N#Cc1cnc2ccccc2c1N1CCC(C(=O)Nc2ccc(F)cc2F)CC1 | -10 | 1
O=S(=O)(Nc1ccccc1)c1ccc2c(c1)CCO2 | . | 2&2
COc1ccc2c(OC(C)=O)coc2c1 | . | -2
CCNC(=O)Nc1ccc(N2CCOCC2)nc1 | 17 | -5
CCc1nn2c(CNC(=O)C3CC3)c(C)nc2s1 | -3 | -4
O=C(NCC1(O)CCCC1)NC1CCCCC1 | 1 | 2

Given with two lines to a compound: entries from further up.
The line under a structure holds: mHTT CaM bind | Pf apPOL block
Cc1ccc(S(=O)(=O)N2CCN(c3ccc([N+](=O)[O-])cc3)CC2C)cc1 (stereo not drawn)
 : 17 | -5
Cc1cc(F)ccc1NC(=O)CN1C(=O)C2CCCN2C(=O)c2ccc(F)cc21 (stereo not drawn)
 : -1 | -7
CCOC=C(C#N)S(=O)(=O)c1ccccc1
 : . | -19
CC(C)N(C(=O)Nc1ccccc1)C(C)C
 : -8 | -42
O=C(NCCn1ncc2c(N3CCN(c4ncccn4)CC3)ncnc21)C1CC1
 : -18 | -5
O=C(CN(C1CCCCC1)S(=O)(=O)c1ccc(Br)cc1)NCc1cccnc1
 : 5 | -8
COc1cccc(CN2CCc3c([nH]c4ccccc34)C2)c1OC
 : 18 | 5
Cc1noc(-c2nn(C)c3c2CN(C(=O)NC2CCCC2)CC3)n1
 : 3 | -1
CCCC(=O)c1ccc(OCc2cn(CC(=O)c3ccc(O)cc3)nn2)cc1
 : 4 | 8
O=C(O)CCCCn1c(SCc2cc(=O)n3cc(Cl)ccc3n2)nc2ccsc2c1=O
 : 16 | 1
COc1ccc(-n2nc(C(=O)NCC(=O)N3CCC(C)CC3)c3ccccc3c2=O)cc1OC
 : 28 | -3
Cn1c2c(c(=O)n(C)c1=O)C(c1ccc([N+](=O)[O-])o1)C1=C(N2)c2ccccc2C1=O (stereo not drawn)
 : -7&8 | -4&-12
CCC(=O)N1CCc2cc(Br)cc(S(=O)(=O)NCc3ccc(C)o3)c21
 : 2 | -2
Cc1ccc(N2N=NC3C(=O)N(c4cc(C)cc(C)c4)C(=O)C32)cc1 (stereo not drawn)
 : 36 | 1
CC1CC(=O)C2=C(C1)OC(N)=C(C#N)C2c1ccc(F)cc1 (stereo not drawn)
 : 0 | -5
CCCc1noc(-c2cccnc2N2CCCN(C(=O)c3ccccc3OCC)CC2)n1
 : -7 | -9
COc1ccc(S(=O)(=O)N2CCC(C(=O)O)CC2)cc1
 : -4 | 0
CN(CC12CCCC1N(C)C(=O)CC2)C(=O)NC1CCCCC1 (stereo not drawn)
 : -15 | 2

Assay outcomes from PubChem.
